# Screening data (PubChem)
# PfG6PD inh – PfG6PD (Plasmodium falciparum) enzyme inhibition; PfGluPho enzyme, NADPH resazurin-diaphorase fluorescence; inhibition, % at 20 µM; 0.78% of 350,000 active;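 active = inhibition reaching at least a set limit at 20 µM in the primary screen, cut at about 59% in these data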;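 note: 0% = DMSO wells with substrate and 100% = DMSO wells lacking glucose-6-phosphate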
# SENP6 block – SENP6 protease inhibition | Q9GZR1 | Recombinant SENP6 catalytic domain, aminoluciferin luminescence | inhibition, % at 10 µM | 1.8% of 330,000 active;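 active = inhibition above about 50% at the single tested dose, limit read from the data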;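 note: plate controls were DMSO wells with enzyme for no effect and DMSO wells lacking enzyme for full effect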
# Target sequence (Q9GZR1 628-1112 limits assumed): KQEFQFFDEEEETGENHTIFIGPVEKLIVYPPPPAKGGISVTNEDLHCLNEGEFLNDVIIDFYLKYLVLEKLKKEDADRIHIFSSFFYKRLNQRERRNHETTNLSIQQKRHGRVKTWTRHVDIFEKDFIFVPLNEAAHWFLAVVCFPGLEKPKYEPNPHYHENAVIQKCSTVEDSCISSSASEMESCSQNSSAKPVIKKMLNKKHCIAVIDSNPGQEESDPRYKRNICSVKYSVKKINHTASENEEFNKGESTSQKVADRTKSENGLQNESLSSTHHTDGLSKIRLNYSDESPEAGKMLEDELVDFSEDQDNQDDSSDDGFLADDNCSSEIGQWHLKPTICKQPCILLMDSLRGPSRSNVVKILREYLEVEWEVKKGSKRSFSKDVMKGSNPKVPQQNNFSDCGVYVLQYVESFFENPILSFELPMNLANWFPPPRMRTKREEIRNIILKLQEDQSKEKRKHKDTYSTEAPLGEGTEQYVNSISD
# MPTP inh – inhibitors of mitochondrial permeability transition pore | 1.4% of 360,000 active | inhibition, % at 10 µM | isolated mouse mitochondria, Ca2+ swelling absorbance, 30 min;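 active = inhibition of 50% or more, scaled per plate between neutral and stimulator controls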;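 note: 0% = DMSO wells given calcium and 100% = 1 mM EGTA wells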
# SENP7 block – SENP7 protease inhibition. Q9BQF6. recombinant SENP7, Z-RLRGG-aminoluciferin luminescence, 40 min. inhibition, % at 5 µM. 1.5% of 330,000 active. AID 434973;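 active = inhibition above about 50% at the single test dose, limit read from the data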;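 note: plate controls were DMSO with enzyme for no effect and no enzyme buffer wells for full effect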
# Target sequence (Q9BQF6 706-1050 limits assumed): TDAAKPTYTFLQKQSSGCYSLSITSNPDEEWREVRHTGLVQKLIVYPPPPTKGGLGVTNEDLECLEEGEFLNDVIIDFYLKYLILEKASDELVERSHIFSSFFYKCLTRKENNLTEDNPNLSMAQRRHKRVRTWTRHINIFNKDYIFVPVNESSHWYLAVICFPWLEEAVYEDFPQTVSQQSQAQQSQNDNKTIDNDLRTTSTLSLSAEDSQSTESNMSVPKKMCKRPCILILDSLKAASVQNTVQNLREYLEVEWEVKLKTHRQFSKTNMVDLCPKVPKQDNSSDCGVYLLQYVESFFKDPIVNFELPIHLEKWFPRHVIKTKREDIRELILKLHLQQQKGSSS
# GRIN3A LBD mod – modulators (binders) of human NR3A ligand-binding domain; NR3A LBD differential scanning fluorimetry, Tm shift; 0% = protein alone, 100% = glycine-bound protein; Tm shift relative to glycine control, % at 25 µM; 2.5% of 340,000 active; AID 1259313;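 active = melting temperature shift of at least 10% of the positive control shift, at one fixed dose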
# ATG4B inhibitor – inhibitors of human ATG4B cysteine protease | Q9Y4P1 | ATG4B cleavage of LC3-PLA2, NBD-HPC fluorescence, 1 h | inhibition, % at 8.33 µM | 0.51% of 340,000 active | AID 504462; in the data active = inhibition above about 40%
# HKDC1 inh – HKDC1 (human) hexokinase inhibition. inhibition, % at 20 µM. recombinant HKDC1, G6PDH/diaphorase resazurin coupled fluorescence. AID 493160. 0.16% of 340,000 active. Q2TB90;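 active = inhibition above about 35% when tested at 20 µM, limit read from the data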;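 note: plate controls were DMSO wells with enzyme for no effect and DMSO wells lacking enzyme for full effect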
#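 Test system: HK5 enzyme. Quantity: 5 µg/mL HK5 final. Reagent: glucose and ATP substrates. Schedule: 90 min reaction incubation at room temperature, dark. Technique: resazurin-to-resorufin fluorescence via G6PDH and diaphorase coupling, 525/613 nm. Control set: DMSO wells with and without enzyme mix.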
# SENP8 inh – blocks human SENP8 cleavage of Nedd8 substrate; 0.64% of 360,000 active; AID 602440; inhibition, % at 20 µM; Q96LD8; recombinant SENP8, Nedd8 substrate fluorescence; in the data active = inhibition mostly above about 40%, no sharp cut-off; inactive = mostly below about 27%
# Target sequence (Q96LD8 whole entry, looked up): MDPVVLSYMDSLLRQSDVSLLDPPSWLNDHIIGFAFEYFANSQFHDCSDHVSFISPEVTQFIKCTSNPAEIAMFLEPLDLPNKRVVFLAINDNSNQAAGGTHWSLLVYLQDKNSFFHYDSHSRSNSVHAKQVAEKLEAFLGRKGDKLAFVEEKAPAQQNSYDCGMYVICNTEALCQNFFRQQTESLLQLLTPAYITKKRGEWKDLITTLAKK
# Starred values were filed as active, the others as inactive; . = no result given.
cpd | smiles | PfG6PD inh | SENP6 block | MPTP inh | SENP7 block
1 | COc1ccc(Br)c(C(=O)N2CCN(S(=O)(=O)c3cccs3)CC2)c1 | -5 | -1 | -0.5 | 2
2 | CC(=O)Nc1cccc(C(=O)N2CCC(n3nccc3NC(=O)CC(C)C)CC2)c1 | -8 | -14 | -0.7 | 13
3 | COc1ccccc1CNC(=O)c1cnc2sccn2c1=O | -6 | -3 | -1.3 | -4
4 | COCCNc1ncnc2nc[nH]c12 | -7 | -9 | -1.4 | -8
5 | COc1ccc(-c2noc(CCC(=O)N3CCN(c4ccccc4Cl)CC3)n2)cc1 | -4 | . | 0.2 | 4
6 | CCc1ccc2nc(N3C(=O)C(O)=C(C(=O)c4ccco4)C3c3cccs3)sc2c1 (stereo not drawn) | 17 | 55* | -4.9 | 38
7 | Cc1ccc(N2C(=O)C3C(C2=O)C2C=CC3C23CC3)cc1 (stereo not drawn) | 5 | 2 | 1.5 | -4
8 | COc1ccc(C(C)(C)C)cc1NC(=O)Nc1ccc2c(c1)OCO2 | -6 | -14 | 20 | 2
9 | Cc1nn(C(=O)c2cccc([N+](=O)[O-])c2)c(C)c1Cl | -3 | 13 | 0.5 | -12
10 | CC(=O)Nc1cccc(-n2nnc(SCC(=O)Nc3ccccc3)n2)c1 | -1 | 3 | 0.9 | -10
11 | CSc1nc(-c2ccccc2)cn1-c1ccc(NC(C)=O)cc1 | 12 | 41 | 3.1 | 23
12 | O=C(CCN1CCc2ccccc2C1)Nc1ccc(F)cc1 | -19 | -21 | 0.1 | -2
13 | O=C(COc1ccc2cc(-c3ccccc3)c(=O)oc2c1)NCC1CCC(C(=O)O)CC1 (stereo not drawn) | -8 | 0 | 0.3 | -4
14 | N#C/C(=C(/O)c1cccc(F)c1)c1nc2ccccc2s1 | -3 | 91* | 87* | 56*
15 | Cc1ccc(Nc2nnc(SC3CCOC3=O)s2)cc1 (stereo not drawn) | 41 | 2 | -0.5 | 1

cpd | GRIN3A LBD mod | ATG4B inhibitor | HKDC1 inh | SENP8 inh
1 | -1 | -5 | -2 | 21
2 | 0 | 4 | -4 | 2
3 | -2 | -10 | -2 | -188
4 | 0 | 6 | -2 | 17
5 | -2 | 17 | 1 | 0
6 | -8 | 2 | 11 | -114
7 | -3 | -9 | -4 | 4
8 | 8 | 9 | 5 | 28
9 | 2 | 4 | 1 | 21
10 | 0 | -6 | 5 | 12
11 | 2 | 1 | -3 | 8
12 | 1 | -2 | -4 | 26
13 | -1 | -16 | 0 | -235
14 | 1 | -14 | 5 | 2
15 | 2 | -6 | -7 | 15

# Part of the list above in another layout.
9) Cc1nn(C(=O)c2cccc([N+](=O)[O-])c2)c(C)c1Cl
12) O=C(CCN1CCc2ccccc2C1)Nc1ccc(F)cc1
8) COc1ccc(C(C)(C)C)cc1NC(=O)Nc1ccc2c(c1)OCO2
assay / entry | 9 | 12 | 8
PfG6PD inh | -3 | -19 | -6
SENP6 block | 13 | -21 | -14
MPTP inh | 0.5 | 0.1 | 20
SENP7 block | -12 | -2 | 2
GRIN3A LBD mod | 2 | 1 | 8
ATG4B inhibitor | 4 | -2 | 9
HKDC1 inh | 1 | -4 | 5
SENP8 inh | 21 | 26 | 28

# Nothing new here: entries from further up.
cpd | smiles | PfG6PD inh | SENP6 block | MPTP inh | SENP7 block
10 | CC(=O)Nc1cccc(-n2nnc(SCC(=O)Nc3ccccc3)n2)c1 | -1 | 3 | 0.9 | -10
11 | CSc1nc(-c2ccccc2)cn1-c1ccc(NC(C)=O)cc1 | 12 | 41 | 3.1 | 23

cpd | GRIN3A LBD mod | ATG4B inhibitor | HKDC1 inh | SENP8 inh
10 | 0 | -6 | 5 | 12
11 | 2 | 1 | -3 | 8

# (further entries)
cpd | smiles | PfG6PD inh | SENP6 block | MPTP inh | SENP7 block
16 | Cc1cc(OCC(=O)OCC(=O)N2CCc3ccccc32)ccc1Cl | -4 | -15 | -1.6 | 5
17 | CCCCCNC(=O)CC1Nc2c3ccccc3nc(=S)n2C1=O (stereo not drawn) | -8 | -2 | 0.5 | 0
18 | O=c1[nH]c(C2CCN(S(=O)(=O)/C=C/c3ccccc3)CC2)nc2c1nnn2Cc1ccc(F)cc1 | -14 | -17 | 0.2 | -4
19 | CCCn1c(N/N=C\C=C\c2ccccc2)nc2c1c(=O)[nH]c(=O)n2C | 12 | 6 | -2.0 | 11
20 | CCCc1nnc(NC(=O)CNc2ccc(F)cc2)s1 | -3 | 13 | -3.5 | 7
21 | COc1ccccc1C1=CC(=O)CC(C)(C)C1=O | -9 | -4 | 0.8 | 10
22 | CN1CCN(S(=O)(=O)c2ccc(NC(=O)c3ccc(Br)o3)cc2)CC1 | 2 | 10 | -0.3 | 3
23 | O=c1[nH]c(-c2cccs2)nc2ccccc12 | 4 | -9 | -0.9 | -8
24 | COc1ccc2[nH]c3c(c2c1)CCN1C(=O)C(CC(=O)NCc2cccc(C(F)(F)F)c2)C[C@H](C(=O)N2CCOCC2)[C@@]31C (stereo partly drawn) | -1 | . | -1.3 | -4
25 | Cc1nnsc1C(=O)Nc1ccccc1Cl | -2 | 7 | -1.1 | 1
26 | Cc1ccc(Oc2ccc(NC(=O)CSc3n[nH]c(N)n3)cc2)cc1 | -4 | 4 | 2.6 | 0
27 | CN1CCN(CCCNC(=O)Cn2nc(-c3ccccc3)ccc2=O)CC1 | -4 | -1 | -0.6 | -12
28 | CCOC(=O)C(C)Sc1ccc2nnc(CCNS(=O)(=O)c3ccccc3)n2n1 (stereo not drawn) | 8 | -25 | 0.2 | -1
29 | CN1CCN(C(c2cccc(C(F)(F)F)c2)c2nnnn2Cc2ccccc2)CC1 (stereo not drawn) | -17 | -5 | -1.8 | 5
30 | C#Cc1ccc(CN2CCC(N3CCC(C(=O)NCc4ccccn4)CC3)CC2)cc1 | -1 | 0 | 1.4 | -4

cpd | GRIN3A LBD mod | ATG4B inhibitor | HKDC1 inh | SENP8 inh
16 | -9 | 13 | 6 | 8
17 | -1 | 4 | -2 | -3
18 | 4 | -15 | 1 | 8
19 | -3 | -12 | -9 | -142
20 | 0 | -6 | -4 | 31
21 | -4 | 11 | 1 | 8
22 | -1 | -2 | -1 | 7
23 | 3 | 4 | -4 | -44
24 | -3 | . | 6 | 9
25 | -3 | -3 | -8 | 17
26 | -5 | 3 | -3 | 17
27 | -1 | -15 | -8 | -16
28 | -2 | -1 | 9 | -38
29 | -1 | -8 | 5 | 10
30 | 3 | -1 | -2 | 8

# (continued)
cpd | smiles | PfG6PD inh | SENP6 block | MPTP inh | SENP7 block
31 | Cc1ccc(NC(=O)c2ccc(S(=O)(=O)NCC3CCCO3)cc2)cc1C (stereo not drawn) | -1 | 0 | 2.2 | 0
32 | COc1ccc(C(=O)Nc2ccc(Oc3ncnc4sc(-c5ccccc5)cc34)cc2)cc1OC | -1 | -26 | 1.8 | -4
33 | CCOc1ccccc1NC(=S)NC(=O)CCCOc1ccc(Cl)cc1Cl | 4 | -7 | 7.4 | 5
34 | CCOC(=O)C(C)n1nc(/C=C/c2ccccc2)ccc1=O (stereo not drawn) | 13 | -10 | -3.3 | -6
35 | Cn1cccc1C(=O)NC(=O)COC(=O)CC12CC3CC(CC(C3)C1)C2 | 6 | -9 | 4.3 | 0
36 | O=C(O)c1cc(-c2ccc(Cl)s2)nc2ccccc12 | 7 | -6 | -6.2 | 4
37 | CCc1ccc(CNC(=O)c2ccc(OC3CCN(C(C)=O)CC3)c(OC)c2)nc1 | 1 | -15 | 5.1 | 8
38 | Cc1ccc(F)cc1NC(=O)CSCc1nc2sc(C)c(C)c2c(=O)[nH]1 | 25 | -5 | -1.1 | 8
39 | NCC12CC3CC(CC(O)(C3)C1)C2 | -14 | -9 | 1.5 | -1
40 | COc1ccc(/C=N/N2CCN(Cc3ccc(C)cc3)CC2)cc1Br | 11 | -5 | 2.1 | -2
41 | COc1ccccc1N1Cc2ccc(OC)c(OC)c2C1=O | -16 | -5 | 1.8 | -2
42 | Cc1c(Cl)cnc(NC(=O)COC(=O)c2cccs2)c1Cl | -3 | -15 | 2.2 | -7
43 | COc1cc(/C=C/C(=O)NNc2c(F)c(F)cc(F)c2F)ccc1OC(F)F | -11 | -15 | -1.1 | -14
44 | CCOC(=O)/C(=N/Nc1ccccc1)Sc1nnc(CCc2ccccc2)n1-c1ccccc1 | 0 | -3 | 4.4 | -4
45 | COc1ccc(CNC(=O)C2CCCN2C(=O)NCc2ccccc2)cc1 (stereo not drawn) | 4 | 0 | 0.0 | -5

cpd | GRIN3A LBD mod | ATG4B inhibitor | HKDC1 inh | SENP8 inh
31 | -2 | 2 | -4 | 31
32 | -3 | -5 | 5 | -65
33 | . | -18 | 5 | 6
34 | 0 | -7 | 4 | -398
35 | -11 | 62* | -3 | 5
36 | -1 | -13 | -1 | -439
37 | 2 | 0 | -4 | -4
38 | -1 | -22 | 1 | -23
39 | 0 | -6 | -7 | 8
40 | 1 | 0 | -3 | 2
41 | -1 | 8 | -2 | 8
42 | 0 | 1 | 4 | -4
43 | -4 | -21 | 1 | 10
44 | 0 | 3 | -1 | 19
45 | 0 | 5 | -5 | 11

# (continued)
cpd | smiles | PfG6PD inh | SENP6 block | MPTP inh | SENP7 block
46 | CNC(=O)Cc1csc2ccc(Cl)cc12 | 3 | 1 | -2.6 | -10
47 | Cc1ccc(NC(=O)CCCNC(=O)c2ccc(Cl)cc2)c(Br)c1 | -2 | -2 | 0.4 | -7
48 | CCCCN(C(=O)c1cc2c(s1)CCC2)c1c(N)n(CCCC)c(=O)[nH]c1=O | 9 | 8 | -0.1 | -3
49 | CCOC(=O)CCn1nnc(N)n1 | -8 | 0 | -0.6 | 3
50 | CCOC(=O)c1cc(-c2ccccc2)sc1NC(=O)C(C)Sc1nnc(C)s1 (stereo not drawn) | 18 | -2 | 3.6 | -3
51 | Brc1ccc(-c2cn3cccnc3n2)cc1 | 18 | -18 | 0.3 | -9
52 | COc1ccc(CNC(=O)c2cnc3n(c2=O)CCS3)cc1 | 3 | -3 | -1.0 | -1
53 | O=C(CNC(=O)c1ccc(S(=O)(=O)N2CCCC2)cc1)N/N=C/c1ccc(Cl)cc1 | -16 | -9 | 1.9 | -3
54 | Cc1ccc(OCC(=O)Nc2ccccc2C(=O)NC2CC2)cc1 | 13 | -3 | -0.2 | 3
55 | CC(C)=NNc1nc2sc3c(c2c(=O)[nH]1)CC(C)(C)OC3 | 12 | 1 | 0.4 | -3
56 | CCOC(=O)Nc1ccc(C(=O)Oc2ccccc2)c(O)c1 | 14 | 43 | 0.2 | 53*
57 | CCOc1ccc(S(=O)(=O)NCc2ccccc2)cc1C(N)=O | 42 | -7 | 0.1 | -4
58 | CCc1nc2sc3c(c2c(=O)n1CCO)CCC3 | -2 | 13 | 0.7 | -3
59 | c1ccc(CCNc2nc(-c3cccnc3)cs2)cc1 | -1 | -5 | -0.5 | 4
60 | Cc1ccc(NC(=O)CN2C(=O)COc3ccc(S(=O)(=O)N4CCCC4)cc32)c(C)c1 | 2 | -7 | 0.5 | -5
61 | O=C(NNC(=O)C1[C@H]2CCCC[C@@H]12)Nc1cccc2ccccc12 (stereo partly drawn) | 4 | 4 | 3.2 | -5
62 | O=C(Nc1ccc(C(=O)O)cc1)/C(=C\C=C\c1ccccc1)NC(=O)c1ccccc1Cl | 16 | 2 | 0.7 | 3

cpd | GRIN3A LBD mod | ATG4B inhibitor | HKDC1 inh | SENP8 inh
46 | -2 | 0 | -5 | 18
47 | -3 | -4 | -1 | 24
48 | -3 | -1 | -6 | -31
49 | . | -16 | 14 | 7
50 | 1 | -4 | 6 | -4
51 | 3 | -9 | 0 | -351
52 | 0 | -1 | -4 | 7
53 | -16 | -17 | -3 | 6
54 | 2 | -1 | 0 | -8
55 | 0 | -7 | -13 | -88
56 | . | 0 | -1 | 1
57 | 6 | 7 | -7 | 0
58 | -1 | -4 | -5 | 5
59 | 1 | -13 | 12 | 6
60 | 0 | -9 | 0 | 15
61 | -1 | -3 | 3 | -106
62 | -29 | 9 | 5 | -8

# SENP7 block, hit marks shown above.
nr	compound	PfG6PD inh	SENP6 block	MPTP inh	SENP7 block	GRIN3A LBD mod	ATG4B inhibitor	HKDC1 inh
14	N#C/C(=C(/O)c1cccc(F)c1)c1nc2ccccc2s1	-3	91*	87*	56*	1	-14	5
56	CCOC(=O)Nc1ccc(C(=O)Oc2ccccc2)c(O)c1	14	43	0.2	53*	.	0	-1
